Compound activity (PubChem BioAssay)
ARNT-TACC3 inh: ARNT/TACC3 interaction disruption. Q9Y6A5. AlphaScreen His-ARNT PAS-B/GST-TACC3 binding, luminescence; TACC3 fragment carries E629A point mutation. inhibition, % at 9.99 µM. hit rate 0.66% among 390,000. AID 623870;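 active = mean inhibition of replicates at least 50% and at least half of replicates each reaching 50%; inconclusive = half or more replicates reach 50% but mean below 50%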;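 note: 0% = complete ARNT plus TACC3 wells and 100% = ARNT alone without TACC3; many hits fall short of the cut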
SIRT5 block: blocks human SIRT5 desuccinylation of peptide; Q9NXA8; Purified SirT5, succinyl-peptide AMC, trypsin-coupled fluorescence; inhibition, % at 15 µM; hit rate 1.1% among 330,000; AID 652115; in the data active = inhibition above about 15%; inconclusive = no clear call, values can overlap the other calls
Target sequence (Q9NXA8 whole entry, looked up): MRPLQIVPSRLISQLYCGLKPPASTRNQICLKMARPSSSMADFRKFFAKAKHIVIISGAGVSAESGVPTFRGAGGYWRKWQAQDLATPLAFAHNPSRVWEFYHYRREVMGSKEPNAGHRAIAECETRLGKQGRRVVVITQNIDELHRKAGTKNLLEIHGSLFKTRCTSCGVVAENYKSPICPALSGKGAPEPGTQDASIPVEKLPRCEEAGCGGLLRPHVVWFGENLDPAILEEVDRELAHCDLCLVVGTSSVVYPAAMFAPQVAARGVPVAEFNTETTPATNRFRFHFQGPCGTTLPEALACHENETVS
miR-122 sensor: blocks miR-122 activity in Huh7 sensor cells. Huh7 miR-122 Renilla luciferase sensor, 48 h; neutral wells = 0, positive control = 100. activation (reporter increase), % at 12.5 µM. hit rate 0.3% among 340,000;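 active = mean replicate activation score at least 90 and every replicate individually at or above 90; inconclusive = only one of the two criteria met; inactive = neither criterion met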;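 note: higher luciferase means less miR-122 activity so hits act as miR-122 inhibitors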
Statin myotox sup: suppression of simvastatin myotoxicity | C2C12 myotubes + simvastatin, ATP luminescence, 48 h; scaled: DMSO 0, geranylgeraniol control 100 | hit rate 0.78% among 330,000 | rescue of ATP level, % at 7.49 µM;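 active = mean ATP rescue above about 67%, or every replicate alone reaching that limit, limit read from the data, passing the limit was not always enough; inconclusive = no clear call, values can overlap the other calls; inactive = mean under the limit and some replicate under it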;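 note: myotubes were challenged with 10 µM simvastatin during compound exposure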
ERp5 block: blocks human ERp5 reductase activity on insulin. hit rate 0.05% among 350,000. ERp5 insulin aggregation, absorbance 650 nm, 90 min. inhibition, % at 9.99 µM. Q15084;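 active = mean replicate inhibition above about 25%, with every replicate also reaching it, limit read from the data, passing the limit was not always enough; inconclusive = only one of those two criteria met; inactive = neither criterion met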
Target sequence (Q15084 whole entry, looked up): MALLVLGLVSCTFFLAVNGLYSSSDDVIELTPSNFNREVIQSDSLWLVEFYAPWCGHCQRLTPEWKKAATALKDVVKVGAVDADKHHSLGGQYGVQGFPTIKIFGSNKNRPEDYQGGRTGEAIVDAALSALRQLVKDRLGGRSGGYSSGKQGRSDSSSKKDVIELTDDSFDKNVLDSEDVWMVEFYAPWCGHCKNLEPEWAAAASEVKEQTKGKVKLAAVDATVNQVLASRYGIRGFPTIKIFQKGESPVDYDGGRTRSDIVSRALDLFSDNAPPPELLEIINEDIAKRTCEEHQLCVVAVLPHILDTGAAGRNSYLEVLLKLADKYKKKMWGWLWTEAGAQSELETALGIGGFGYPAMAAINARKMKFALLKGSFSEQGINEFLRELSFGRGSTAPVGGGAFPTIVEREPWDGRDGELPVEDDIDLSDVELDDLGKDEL
Cneo AK release: causes C. neoformans cell lysis | adenylate kinase release luminescence, 4 h; normalised: neutral wells 0, clomiphene wells 100 | lysis activity, % at 15 µM | hit rate 0.2% among 360,000 | AID 651654;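 active = mean lysis activity across replicates of at least 80%, whatever share of replicates individually reach that level; inactive = mean lysis activity below 80%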
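Assay system: C. neoformans cells. Amount: yeast cell density of 5 × 10^6 cells/mL. Technique: AK luminescence. Buffer or medium: YPD. Times: static 4 h at 37 °C with compound, 1 h detection. Dosing: single-point compound dose. Read-out: lysis from increased AK signal.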
esBAF inh: blocks esBAF chromatin remodeling in mouse ES cells | AID 602393 | Bmi1-luciferase knock-in reporter, 24 h; 100% = twice the neutral-well signal | hit rate 2% among 350,000 | reporter increase, % at 12.5 µM; in the data active = activation above about 40%; inconclusive = no clear call, values can overlap the other calls;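 note: 0% = median of the plate's neutral control wells and 100% = double that signal; a rise in the Bmi1 reporter signal indicates esBAF inhibition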
An asterisk follows results filed as active; ? = inconclusive; nt = no result given; & = joins results of further samples; [ ] = another dose, or the depositor's remark. Outcome played no part in choosing rows; any-hit rate near 4%.

SMILES	ARNT-TACC3 inh	SIRT5 block	miR-122 sensor	Statin myotox sup	ERp5 block	Cneo AK release	esBAF inh
O=C(NCCc1ccncc1)Nc1ccc(Cl)cc1	-2.4	nt	3.0	-9.1	nt	-1.0	2.5
CN1CCN(S(=O)(=O)c2cccs2)CC1	-15.2	-5.1	nt	nt	2.9	nt	nt
Cc1c([N+](=O)[O-])cc(C(=O)Oc2ccc(Br)cc2C(=S)N2CCCCC2)cc1[N+](=O)[O-]	0.1	nt	16.2	14.3	nt	-1.2	-1.3
CCOC(=O)c1c(NC(=O)C2=C(C)NC(=S)NC2c2ccccc2C(F)(F)F)sc(C)c1C (stereo unspecified)	-4.5	nt	-5.8	nt	nt	-1.5	nt
CS(=O)(=O)Nc1ccc(C(=O)Nc2ccc3c(c2)OCO3)cc1	-6.4	1.1	0.9	-15.3	-2.5	nt	16.7
Cc1ccc(-n2c(-c3cnccn3)n[nH]c2=S)c(Br)c1	-1.1	4.4	nt	nt	-2.6	nt	nt
Cc1cccc(C)c1OCC(=O)Nc1ccccc1C(F)(F)F	-1.5	0.8	0.4	0.7	-6.3	0.9	-7.2
COc1ccccc1NC(=O)N(CCN1CCOCC1)Cc1cc2cc(C)cc(C)c2[nH]c1=O	-4.7	-1.4	nt	nt	1.2	nt	nt
O=C(/C=C/[C@H]1O[C@@H](n2ccc(=O)[nH]c2=O)[C@H](O)[C@@H]1O)N1CCN(Cc2ccc(F)cc2)CC1	nt	-0.7	-4.2	2.9	1.6	0.5	5.6
CCOC(=O)c1sc(/N=C/N(C)C)nc1C	-1.2	nt	-1.6	nt	0.9	-1.4	nt
CC(NS(=O)(=O)c1ccc2c(c1)C(C)(C)C(=O)N2C)c1ccccc1 (stereo unspecified)	-7.3	nt	16.1	7.3	0.9	-2.7	5.2
COc1ccc(C2CC(c3ccccc3OC(C)=O)=NN2C(C)=O)cc1 (stereo unspecified)	-2.8	-3.7	nt	nt	-5.4	nt	nt
O=C(CN1CCCc2ccccc21)N/N=C/c1ccc(O)cc1O	43.6	nt	4.0	nt	-0.3	-0.4	nt
COc1ccc(OC)c(C(=O)COC(=O)c2cccnc2SC)c1	-1.6	6.8	-2.3	21.1	-1.4	-1.5	-8.6
Cc1cccc(S(=O)(=O)c2c(N)n(/N=C/c3ccccc3)c3nc4ccccc4nc23)c1	5.8	nt	-6.0	0.1	nt	7.0	-1.6
O=C(N[C@H]1CC[C@@H](CCNC(=O)C2CCCC2)O[C@H]1CO)c1ccncc1	2.7	1.2	-6.8[16.7 µM]	0.7	1.8	-4.3	2.7
COc1ccc(CCC(=O)NC(C)C)cc1	-7.7	1.4	1.0	5.5	0.6	4.0	-1.8
CCN(C(=O)c1ccc(N2CC3CC(C2)c2cccc(=O)n2C3)c(NC(=O)c2ccncc2)c1)c1cccc(C)c1 (stereo unspecified)	nt	-1.9	-5.6	-10.9	-4.3	3.9	0.1
CC1(C(=O)NS(=O)(=O)C2CC2)CCCN(C(=O)c2ccccc2)C1 (stereo unspecified)	nt	-1.1	-8.1	8.3	1.2	4.8	-2.4
COc1ccc(NC(=O)Cn2c3ccccc3c3nc4n(c(=O)c32)CCS4)cc1OC	-0.5	-0.5	nt	46.2	1.1	0.2	2.3
COC(=O)c1ccc(CN2CCN(CC=C(C)C)C(CCO)C2)cc1 (stereo unspecified)	-13.3	-0.8	6.7	-3.6	0.8	nt	-10.0
Cc1ccc(NC(=O)c2sc3nc(N4CCOCC4)c4c(c3c2N)CCCC4)cc1	nt	0.1	-3.1	-16.9	1.2	0.0	4.7
COc1ccccc1CN1CC[C@@H]2[C@H](CO)Nc3ccc(-c4cccc(C(=O)N(C)C)c4)cc3[C@@H]21	3.1	-3.2	-7.7[16.7 µM]	-13.7	-1.4	5.2	-2.3
C[C@H](CO)N1C[C@H](C)[C@H](CN(C)C(=O)Nc2cccc3ccccc23)OCCCC[C@H](C)Oc2ccc(N(C)C)cc2C1=O	nt	nt	-26.6[16.7 µM]	27.3	nt	nt	20.6
CC(=O)N1CCc2cc(S(=O)(=O)NCCC(=O)NC3CCCc4ccccc43)ccc21 (stereo unspecified)	3.8	nt	22.6	-1.1	nt	-1.5	4.5
COc1ccccc1NC(=S)N(Cc1ccc(Cl)cc1)CC1CCC(C(=O)O)CC1 (stereo unspecified)	-2.8	12.6	1.7	20.6	-4.3	0.1	-0.4
CCN1CCCC1CNC(=O)Cn1cc2c(n1)CCC(C)C2 (stereo unspecified)	6.0	nt	4.9	5.4	7.1	-0.7	-1.2
CCC(=O)NC(c1cc(Cl)c2ccccc2c1O)C(C)C (stereo unspecified)	-7.3	nt	4.5	-0.4	-5.0	-2.8	-4.8
O=S(=O)(NCCc1ccccc1)c1cnc(Cl)c(Br)c1	-9.9	-2.5	nt	-5.2	1.0	4.7	-7.6
COc1ccc(NC(=O)N(C)C[C@H]2OCCCC[C@@H](C)Oc3ccc(NC(=O)Nc4ccc5c(c4)OCO5)cc3C(=O)N([C@H](C)CO)C[C@@H]2C)cc1	-3.9	5.9	4.3[16.7 µM]	-1.9	-3.0	4.0	49.3*

Shown with values under each structure: 4 of the compounds above.
Each structure is followed by: ARNT-TACC3 inh | SIRT5 block | miR-122 sensor | Statin myotox sup | ERp5 block | Cneo AK release | esBAF inh
COc1ccc(NC(=O)Cn2c3ccccc3c3nc4n(c(=O)c32)CCS4)cc1OC
 : -0.5 | -0.5 | nt | 46.2 | 1.1 | 0.2 | 2.3
COC(=O)c1ccc(CN2CCN(CC=C(C)C)C(CCO)C2)cc1 (stereo unspecified)
 : -13.3 | -0.8 | 6.7 | -3.6 | 0.8 | nt | -10.0
Cc1ccc(NC(=O)c2sc3nc(N4CCOCC4)c4c(c3c2N)CCCC4)cc1
 : nt | 0.1 | -3.1 | -16.9 | 1.2 | 0.0 | 4.7
COc1ccccc1CN1CC[C@@H]2[C@H](CO)Nc3ccc(-c4cccc(C(=O)N(C)C)c4)cc3[C@@H]21
 : 3.1 | -3.2 | -7.7[16.7 µM] | -13.7 | -1.4 | 5.2 | -2.3

Continuation:
SMILES	ARNT-TACC3 inh	SIRT5 block	miR-122 sensor	Statin myotox sup	ERp5 block	Cneo AK release	esBAF inh
Cc1occc1C(=O)NNC(=O)C1CCCC1	0.3	0.3	-3.6	22.2	4.2	1.1	-4.9
Cc1ccc(Nc2nc3ccccc3s2)cc1	-9.8	-1.5	nt	nt	?	nt	nt
O=[N+]([O-])c1cccc(C=NNC(=S)NC23CC4CC(CC(C4)C2)C3)c1	10.7	1.1	nt	nt	3.2	nt	nt
O=C(NCCCN1CCCC1=O)c1cccnc1	-1.5	nt	-1.9	-2.3	nt	1.1	-17.4
CCOC(=O)C1(CCCc2ccccc2)CCN(CCCn2cccn2)CC1	4.5	-1.9	nt	nt	-4.2	nt	nt
CCOc1cc(N2CCOCC2)c(OCC)cc1NC(=O)C1CCCC1	2.3	nt	-0.1	3.5	nt	-0.3	-6.1
C[C@@H]1CN([C@@H](C)CO)C(=O)c2cc(NS(=O)(=O)c3ccccc3)ccc2O[C@@H](C)CCCCO[C@@H]1CN(C)Cc1ccc(C(=O)O)cc1	-1.6	nt	-5.9[16.7 µM]	-35.7	nt	3.3	-1.7
CCC(=O)Nc1ccc2c(c1)C(=O)N(C)C[C@@H](OC)[C@H](C)CN(C(=O)C1CC1)[C@H](C)CO2	-5.6	-0.3	nt	5.0	9.5	1.7	2.8
CCCN(/C=N/c1sc2c(c1C#N)CCCCC2)CCC	5.8	nt	0.4	-12.3	nt	0.2	9.9
CCCN(C)C[C@@H]1Oc2ncc(-c3ccccc3)cc2C(=O)N([C@@H](C)CO)C[C@H]1C	nt	nt	-6.5[16.7 µM]	1.8	nt	nt	-2.6
S=c1[nH]nc(Cc2ccccc2)n1-c1ccccc1	-0.8	nt	-1.8	1.2	nt	7.4	-4.9
COc1ccc(CN2CC(C(=O)NCCc3ccc(C)cc3)CC2=O)cc1 (stereo unspecified)	2.7	nt	-11.0	7.0	nt	0.6	-11.0
O=C(c1ccc(S(=O)(=O)N2CCOCC2)cc1)N1CCN(c2cccc(Cl)c2)CC1	-2.0	0.0	-2.2	21.2	-5.2	-0.2	6.8
O=C(NC(=S)N1CCN(c2ccccc2)CC1)c1ccc(S(=O)(=O)N2CCOCC2)cc1	-5.9	-3.6	10.4	8.4	-15.6	-1.0	3.0
COCCn1c(C)cc2c(c1=O)C(c1ccccc1F)C(C#N)=C(N)O2 (stereo unspecified)	-2.2	nt	-1.8	15.1	nt	-1.3	0.1

Profiles, quoted from the list. Screens in order: ARNT-TACC3 inh | SIRT5 block | miR-122 sensor | Statin myotox sup | ERp5 block | Cneo AK release | esBAF inh
Listed for COc1ccc(CN2CC(C(=O)NCCc3ccc(C)cc3)CC2=O)cc1 (stereo unspecified) = 2.7 | nt | -11.0 | 7.0 | nt | 0.6 | -11.0
Listed for S=c1[nH]nc(Cc2ccccc2)n1-c1ccccc1 = -0.8 | nt | -1.8 | 1.2 | nt | 7.4 | -4.9
Listed for O=[N+]([O-])c1cccc(C=NNC(=S)NC23CC4CC(CC(C4)C2)C3)c1 = 10.7 | 1.1 | nt | nt | 3.2 | nt | nt
Listed for CCCN(/C=N/c1sc2c(c1C#N)CCCCC2)CCC = 5.8 | nt | 0.4 | -12.3 | nt | 0.2 | 9.9
Listed for Cc1ccc(Nc2nc3ccccc3s2)cc1 = -9.8 | -1.5 | nt | nt | ? | nt | nt

Next section.
SMILES	ARNT-TACC3 inh	SIRT5 block	miR-122 sensor	Statin myotox sup	ERp5 block	Cneo AK release	esBAF inh
CCOC(=O)N1CCN(C(=O)C2CCC(=O)N(CCc3ccccc3)C2)CC1 (stereo unspecified)	-12.4	1.0	nt	-3.4	-2.2	0.3	-1.4
Cc1cccc(OCC(=O)NNC(=O)c2ccc3nc[nH]c3c2)c1	2.6	-15.8	-0.4	2.9	-12.2	0.3	4.0
CN(C)CC(=O)N1C[C@H]2[C@@H](c3ccccc31)[C@@H](CO)N2C(=O)c1ccccn1	-21.3	2.9	53.6[16.7 µM]	-5.2	-5.4	-1.6	2.5
COc1cccc(NC(=O)COc2cc(O)c3c(c2)OC(C)(C)CC3=O)c1	3.3	nt	-8.0	1.0	4.9	-15.4	-2.2
O=C(COc1ncnc2cc([N+](=O)[O-])ccc12)NC1CCCCC1	-5.1	0.1	-7.2	nt	0.4	-0.2	nt
CCOc1ccc(C(=O)Nc2ccccc2N2CCCC2)cc1	nt	nt	4.0	2.2	nt	0.8	31.1
c1ccc(-c2ccccc2OCCCN2CCCCCC2)cc1	nt	-5.6	-1.7	-21.3	1.7	9.4	-19.7
C[C@H](CO)N1C[C@H](C)[C@@H](CN(C)Cc2ccc(Cl)c(Cl)c2)Oc2ccc(NC(=O)CCC(F)(F)F)cc2CC1=O	-0.5	20.3*	-7.2[16.7 µM]	?	-5.4	-1.4	1.7
Nc1nnc(SCC(=O)NC2CCCCC2)n1-c1ccccc1	1.5	nt	-5.4	3.7	nt	1.0	6.0
CC(C)COC(=O)C(C#N)c1nc2ccccc2nc1N1CCN(Cc2ccccc2)CC1 (stereo unspecified)	5.2	nt	-20.6	-0.3	nt	1.1	0.3
COc1ccc(S(=O)(=O)Nc2ccc3c(c2)C(=O)N([C@H](C)CO)C[C@H](C)[C@@H](CN(C)C)OCCCC[C@H](C)O3)cc1	-7.9&2.6	-0.9&-3.0&-3.1	2.9&-3.0[16.7 µM]	nt	-3.9&4.0&0.0	42.6&0.4	-1.7
